CYP2C19 activ: cytochrome P450 2C19 (human) activation | P33261 | recombinant CYP2C19, luciferin-H EGE luminescence; hits give high values; 0 = fully inhibited enzyme, 1 = untreated enzyme | activation factor at 5 µM | 96,000 tested, under 10 active | AID 1025;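 active means activation factor of at least 2 at 5 µM in the primary screen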;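 further: 0 = wells with 2.5 mM tranylcypromine and 1 = vehicle-only wells; values of inactives mirror those of a sister screen read the other way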
CYP2C9 inh: blocks human cytochrome P450 2C9; inhibition, % at 5 µM; P11712; AID 777; actives 20% (n = 96,000); CYP2C9 Supersomes, luciferin-H conversion, luminescence;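 active means blocking of liver enzyme CYP2C9 beyond about 50% at 5 µM, limit read from the data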; further: values of inactives mirror those of a sister screen read the other way
Target sequence (P11712 whole entry, looked up): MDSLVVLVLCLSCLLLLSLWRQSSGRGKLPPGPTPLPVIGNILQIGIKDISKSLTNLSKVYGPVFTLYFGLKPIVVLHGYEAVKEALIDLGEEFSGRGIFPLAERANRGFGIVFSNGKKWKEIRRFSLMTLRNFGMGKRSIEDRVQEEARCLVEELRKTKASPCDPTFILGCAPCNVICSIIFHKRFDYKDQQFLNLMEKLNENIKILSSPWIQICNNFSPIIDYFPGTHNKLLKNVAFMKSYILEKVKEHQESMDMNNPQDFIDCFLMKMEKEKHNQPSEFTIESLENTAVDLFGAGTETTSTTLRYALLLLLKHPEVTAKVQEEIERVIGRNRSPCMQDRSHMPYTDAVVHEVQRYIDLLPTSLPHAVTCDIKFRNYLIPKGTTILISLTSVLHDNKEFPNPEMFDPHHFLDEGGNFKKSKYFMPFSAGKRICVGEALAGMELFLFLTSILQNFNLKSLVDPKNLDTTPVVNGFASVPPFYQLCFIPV
PTK2B oligo ant: antagonists of human Pyk2 oligomerization. Q14289. Q293 cells, Pyk2 FERM NanoBiT luminescence; hits give low values. z-score (the deposit names both 25 µM and 10 µM). actives 0.83% (n = 99,000). AID 1347419;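 active means Z-score of -3 or lower, scaled per plate to the spread of control and sample wells; inactive means z-score above -3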;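 further: negative z-score means lost luminescence so less FERM oligomerization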
CD11b adhes inh: inhibitors of human CD11b/CD18 binding to fibrinogen. K562 CD11b/CD18 adhesion to fibrinogen, ATPlite luminescence; Mn2+ added to activate the integrin. inhibition, % at 10 µM. actives 0.54% (n = 93,000). AID 1497. P05107+P11215;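 active means primary inhibition of 50% or more at 10 µM, then 40% or more on retest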; further: some results filed as inactive read as strong as hits
Mac1 fbg enh: increases human CD11b/CD18 adhesion to fibrinogen. AID 1499. activation, % at 10 µM. actives 0.07% (n = 93,000). K562 CD11b/CD18 adhesion to fibrinogen, ATPlite luminescence;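 active means 10 µM primary screen giving 50% or more activity, confirmed by 40% or more on retest at that dose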; further: strong numbers were not always called active; reference of the scale not given here
CYP2C19 inhib: inhibitors of human CYP2C19; P33261; actives 21% (n = 96,000); inhibition, % at 5 µM; CYP2C19 Supersomes, luciferin-H EGE luminescence, 30 min;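 active means CYP2C19 inhibition above a set limit at 5 µM in the primary screen, cut at about 50% in these data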;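 further: plate controls were negative control wells for no effect and 2.5 mM tranylcypromine positive control for full effect; values of inactives mirror those of a sister screen read the other way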
MT1-MMP txn act: activates MT1-MMP transcription. AID 750. HT1080 MT1-MMP promoter luciferase reporter, luminescence, overnight; hits give high values. actives 0.16% (n = 86,000). activation factor at 10 µM;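 active means activation factor of at least 2 for MT1-MMP transcription at 10 µM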
PLAP activator: activators of human placental alkaline phosphatase; actives 1.2% (n = 96,000); activation fold at 20 µM; purified PLAP enzyme, luminescent substrate read-out; hits give high values; in the data active means activation fold above about 2
Target sequence (P05187 whole entry, looked up): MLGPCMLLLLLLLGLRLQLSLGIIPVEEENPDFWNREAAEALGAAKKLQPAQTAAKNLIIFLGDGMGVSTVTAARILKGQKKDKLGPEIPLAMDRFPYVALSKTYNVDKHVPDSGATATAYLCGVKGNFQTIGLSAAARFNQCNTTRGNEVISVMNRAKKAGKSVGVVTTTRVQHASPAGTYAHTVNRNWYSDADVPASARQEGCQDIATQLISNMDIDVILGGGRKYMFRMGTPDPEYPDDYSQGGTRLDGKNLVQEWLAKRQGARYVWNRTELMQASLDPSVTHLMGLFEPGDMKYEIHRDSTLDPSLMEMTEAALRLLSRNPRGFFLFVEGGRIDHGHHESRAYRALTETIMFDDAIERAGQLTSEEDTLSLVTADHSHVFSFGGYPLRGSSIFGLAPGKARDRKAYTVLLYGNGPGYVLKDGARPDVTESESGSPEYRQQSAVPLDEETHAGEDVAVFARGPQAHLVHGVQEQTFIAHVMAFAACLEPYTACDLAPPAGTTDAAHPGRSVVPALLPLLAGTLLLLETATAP
CYP2C9 act: activators of human CYP2C9. AID 1024. recombinant CYP2C9, luciferin-H conversion, luminescence; hits give high values; factor 1 = untreated enzyme, 0 = blocked. actives 1.4% (n = 96,000). P11712. activation factor at 5 µM;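 active means activation factor of 2 or more for CYP2C9 at a 5 µM dose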;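 further: 0 = sulfaphenazole-blocked wells and 1 = vehicle-only wells; values of inactives mirror those of a sister screen read the other way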
* = called active by the depositor; x = not tested or not shown.

CYP2C19 activ | CYP2C9 inh | PTK2B oligo ant | Molecule | CD11b adhes inh | Mac1 fbg enh | CYP2C19 inhib | MT1-MMP txn act | PLAP activator | CYP2C9 act
0.8 | 28.2 | 0.17 | CCOc1ccc(NC(=O)C(C)SC(N)=O)cc1 (centres undefined) | -4.5 | 0.1 | 18.7 | 1.2 | 1.4 | 0.7
1.1 | 8.6 | x | Cc1c(Cc2ccc3c(c2)OCO3)sc(NC(=O)C(C)(C)C)c1C#N | 19.9 | -0.5 | -7.8 | x | 0.9 | 0.9
0.9 | 20.9 | x | COc1ccc(N(CC(=O)N2CCCCCC2)S(=O)(=O)c2c(C)[nH]c(=O)[nH]c2=O)cc1 | -4.4 | 0.3 | 6.6 | x | 1 | 0.8
0.1 | 37.2 | x | COc1ccc2[nH]c(C)c(CCN3C(=O)C4C5C=CC(C5)C4C3=O)c2c1 (centres undefined) | -4.6 | -0.8 | 93.7* | 1 | 0.9 | 0.6
0.9 | 0.2 | -0.59 | Cc1cc(C)cc(NC(=O)C2CCN(c3nccs3)CC2)c1 | 3.6 | -5.6 | 10.3 | 1 | 0.9 | 1
1 | 17.2 | 0.01 | O=[n+]1c2c(n([O-])c3cc(Cl)ccc31)CCCC2 | x | x | 1.8 | x | 0.9 | 0.8
1 | 3.9 | -0.27 | Cc1ccc(S(=O)(=O)CCc2nnc(NC(=O)c3ccccn3)s2)cc1 | 4.6 | -2.1 | 1.6 | 1.3 | 1.9 | 1
0.5 | 24.5 | -0.93 | Cc1nnsc1C(=O)NC(C)C12CC3CC(CC(C3)C1)C2 (centres undefined) | x | x | 52.1* | x | 1 | 0.8
0.9 | 0.8 | 0.34 | O=S(=O)(NCC1CCCO1)c1cccc(S(=O)(=O)N2CCCC2)c1 (centres undefined) | 7.8 | 1.4 | 7.6 | 1.2 | 1.1 | 1
0.6 | 79.2* | 0.06 | N#CC(C#N)=CC1=C2OC(c3ccccc3)=CC(c3ccccc3)=C2CCC1 | 27.8 | 8.1 | 40.1 | x | 0.9 | 0.2
1.2 | -1.6 | 0.35 | CCCC(=O)Nc1ccc(C(=O)O)cc1NC(=O)CCC | -18.7 | 0.5 | -15.6 | 1 | 1 | 1
1.1 | -4.3 | 0.3 | COc1cccc(C2NC(CC(C)C)(C(=O)O)C3C(=O)N(Cc4ccccc4)C(=O)C23)c1O (centres undefined) | -18.5 | 2.4 | -8.2 | 1.3 | 1.2 | 1
0.1 | 93.5* | -0.4 | Cc1ccc(CN(c2ccc(C(=O)NCc3cccnc3)cc2)S(C)(=O)=O)cc1 | -5.0 | -1.1 | 93.4* | 1 | 1.7 | 0.1
0.7 | -11.9 | 2.06 | C=CCN1C(=O)/C(=C2\SC(N3CCOCC3)=NC2=O)c2cc(Br)ccc21 | -4.1 | 13.3 | 27.7 | 1.1 | 1.2 | 1.1
0.7 | 57.2* | -1.08 | COc1ccc(C(=O)OC(C(=O)c2ccc(C)cc2)c2ccccc2)cc1 (centres undefined) | x | x | 34.2 | x | 0.8 | 0.4
0.1 | 97.9* | 1.16 | O=S(=O)(Nc1ccc2c(c1)nc1n2CCN(Cc2ccccc2)C1)c1ccc(Cl)cc1 | 13.4 | 29.5 | 87.9* | 1.1 | 1.8 | 0
0.6 | 1.8 | 1.17 | CC(=O)NCCN1C(=O)C2C3c4ccccc4C(c4ccccc43)C2C1=O (centres undefined) | 2.7 | -3.4 | 43.2 | 1.1 | 1 | 1
0.8 | 17.6 | -0.26 | CC(=O)Nc1cc(OC(C)=O)c2nonc2c1OC(C)=O | 58.7* | -4.7 | 15.2 | 0.8 | 1 | 0.8
0.6 | 15.9 | -0.02 | O=C(CN1C(=O)C2CCCN2c2ncc(Cl)cc21)NCc1ccc2c(c1)OCO2 (centres undefined) | 42.2 | -0.6 | 40.3 | 1 | 1.3 | 0.8
0.8 | 1.0 | -0.26 | Cc1csc(NC(=O)c2cc3c(s2)CCCCC3)n1 | 41.7 | -1.2 | 17.6 | 0.6 | 1.1 | 1
1.1 | -2.5 | 0.99 | CCOC(=O)c1[nH]c2ccc(OC)cc2c1NC(=O)CCN1CCCC(C)C1 (centres undefined) | -6.2 | 0.9 | -7.6 | 1 | 1.2 | 1
0.8 | 14.1 | -1.8 | CCC(CC)C(=O)Nc1nnc(-c2cccs2)s1 | -6.2 | 0.3 | 21.0 | 1 | 0.9 | 0.9
0.9 | 1.6 | -0.3 | COC(=O)c1c(-n2cnnn2)sc(C)c1C | -2.5 | 0.1 | 10.5 | 1.1 | 1 | 1
0.3 | 12.4 | 0.78 | COC(=O)Cn1c(CCS(=O)(=O)c2ccc(C)cc2)nc2ccccc21 | -45.8 | -4.4 | 65.5* | 1 | 1.1 | 0.9
0.6 | -26.4 | 2.01 | O=C(Cn1nnc(-c2ccccc2-n2cnnn2)n1)NCc1ccccc1 | 26.8 | 3.8 | 36.5 | 1.1 | 1.3 | 1.3
0.2 | 62.1* | -0.99 | Clc1ccc(CSc2nnc(-c3cccnc3)n2Cc2ccco2)c(Cl)c1 | 20.0 | 8.6 | 75.4* | 1.1 | 1.6 | 0.4
1 | 0.1 | 0.73 | O=C(C1CCN(C2CC(=O)N(Cc3ccccc3)C2=O)CC1)N1CCCCCC1 (centres undefined) | 7.5 | -1.3 | -4.7 | 1 | 2* | 1
0.3 | 53.6* | x | COc1ccc(CNC(=O)c2cc3c(s2)CS(=O)C3)cc1 (centres undefined) | -2.3 | 0.2 | 70.6* | x | 1.1 | 0.5
0.5 | 40.3 | x | Cc1[nH]c2ccc(OCc3ccccc3)cc2c1CCN1C(=O)OC(C)(C)C1(C)O (centres undefined) | 7.0 | 9.5 | 50.8* | x | 1.3 | 0.6
1 | 37.8 | 0.33 | N/C(=N\OS(=O)(=O)c1ccccc1)c1ccncc1 | x | x | -0.2 | 1.1 | 1 | 0.6

Rewritten field by field: entries from further up
SMILES: CC(=O)NCCN1C(=O)C2C3c4ccccc4C(c4ccccc43)C2C1=O (centres undefined)
  CYP2C19 activ: 0.6 | CYP2C9 inh: 1.8 | PTK2B oligo ant: 1.17 | CD11b adhes inh: 2.7 | Mac1 fbg enh: -3.4 | CYP2C19 inhib: 43.2 | MT1-MMP txn act: 1.1 | PLAP activator: 1 | CYP2C9 act: 1

SMILES: CC(=O)Nc1cc(OC(C)=O)c2nonc2c1OC(C)=O
  CYP2C19 activ: 0.8 | CYP2C9 inh: 17.6 | PTK2B oligo ant: -0.26 | CD11b adhes inh: 58.7* | Mac1 fbg enh: -4.7 | CYP2C19 inhib: 15.2 | MT1-MMP txn act: 0.8 | PLAP activator: 1 | CYP2C9 act: 0.8

SMILES: O=C(CN1C(=O)C2CCCN2c2ncc(Cl)cc21)NCc1ccc2c(c1)OCO2 (centres undefined)
  CYP2C19 activ: 0.6 | CYP2C9 inh: 15.9 | PTK2B oligo ant: -0.02 | CD11b adhes inh: 42.2 | Mac1 fbg enh: -0.6 | CYP2C19 inhib: 40.3 | MT1-MMP txn act: 1 | PLAP activator: 1.3 | CYP2C9 act: 0.8

Additional structures.
CYP2C19 activ | CYP2C9 inh | PTK2B oligo ant | Molecule | CD11b adhes inh | Mac1 fbg enh | CYP2C19 inhib | MT1-MMP txn act | PLAP activator | CYP2C9 act
1 | 4.1 | -0.02 | CC(=O)NC1C(=O)Nc2c(C)cc(C)cc21 (centres undefined) | -3.7 | -0.1 | 0.4 | 1.2 | 1 | 1
1.1 | -4.2 | x | CCOC(=O)C1CCCN(c2c(N3CCN(C4CCCCC4)CC3)c(=O)c2=O)C1 (centres undefined) | -0.5 | 2.1 | -10.3 | 1.1 | 1.4 | 1
1.1 | 16.0 | 0.85 | O=C(NCCN1CCN(Cc2ccccc2)CC1)C1CC(=O)N(C2CCCC2)C1 (centres undefined) | x | x | -8.6 | 1.4 | 1.3 | 0.8
1 | -9.3 | 0.5 | CCN(CC)C(=O)Cn1nc(C)c2ccccc2c1=O | -1.5 | -3.3 | -0.6 | 1.1 | 0.9 | 1.1
0.7 | -1.9 | 0.97 | CC1CCC2(CC1)NC(=O)N(Cc1nc(-c3ccccc3)no1)C2=O (centres undefined) | -9.7 | -1.8 | 33.3 | 1.2 | 1.1 | 1
1.1 | 13.5 | 0.52 | Cc1ccc(Oc2nc3ccccc3n3c(C)nnc23)cc1 | 7.2 | -2.3 | -14.5 | 1 | 1.1 | 0.9
0.7 | 33.5 | x | Cc1cc(C)c2c(n1)nn1c(N3CCN(c4ccccn4)CC3)cc(C)nc21 | -4.7 | -5.9 | 27.1 | 0.9 | 1.1 | 0.7
1 | -6.8 | 0.6 | CC1(C)CC(=O)C=C(Nc2ccc(F)cc2)C1 | -4.2 | -2.4 | -2.8 | 1.1 | 1.1 | 1.1
0.3 | 67.5* | 0.33 | CC(=O)/C(=N/Nc1cccc(C)c1)N1CCOCC1 | 11.1 | -3.0 | 66.6* | x | 1.4 | 0.3
0.9 | 7.1 | -0.06 | CCC(=O)Nc1ccc(Br)c(Cl)c1 | -2.6 | 1.6 | 12.4 | 1.1 | 1.1 | 0.9
0 | 77.0* | -0.13 | Cc1ccc2c(c1)c(C)c(C)n2CC(O)Cn1nc(C)cc1C (centres undefined) | 2.3 | -2.7 | 96.6* | 1.2 | 1.5 | 0.2
0.4 | 51.3* | -0.28 | CCc1ccc(C(C)NC(=O)c2ccc(F)cc2)cc1 (centres undefined) | -2.4 | 2.7 | 55.2* | x | 1.1 | 0.5
0.5 | 22.5 | -0.47 | CCOC(=O)CCSc1nnc(-c2cccnc2)n1-c1ccccc1OC | -11.7 | -2.5 | 54.0* | 1.2 | 1.5 | 0.8
0.9 | 14.2 | 0.94 | O=C(O)CCCCCNC(=O)Nc1ccc2c(c1)OCCO2 | 11.0 | -2.6 | 6.8 | 1.4 | 0.9 | 0.9
0.2 | 36.9 | 0.13 | Cn1cccc1CNC(=O)Nc1ccccc1 | 7.4 | 0.0 | 75.3* | 1.3 | 1 | 0.6
0.9 | 8.6 | 2.45 | CCCCSc1cc(C)nc2ncnn12 | 2.0 | -0.7 | 8.8 | 1 | 0.9 | 0.9
0.1 | 28.1 | 0.3 | COc1ccc(NC(=O)CCC2CCCC2)cc1OC | 12.4 | -2.1 | 94.9* | 1.4 | 1.1 | 0.7
1.1 | 23.8 | 0.16 | O=C(Nc1ccc(S(=O)(=O)NCc2ccco2)cc1)c1ccc2ccccc2n1 | 20.3 | 20.3 | -6.6 | 1.2 | 1.1 | 0.8
0.7 | 15.7 | 1.89 | Cc1ccc(OCC(=O)NNC(=O)C(C)Sc2ncnc3sc(C)c(C)c23)cc1 (centres undefined) | 15.3 | 0.2 | 31.2 | x | 1.8 | 0.8
0.6 | -11.4 | -0.63 | COc1ccc(OC)c(-n2c(-c3cc(-c4ccc(F)cc4)n[nH]3)n[nH]c2=S)c1 | 12.5 | -3.9 | 35.1 | x | 2* | 1.1
1 | 7.2 | -0.24 | COc1ccc(/C=C2\N=C3CCCCCN3C2=O)cc1OC | -7.3 | -4.3 | -0.7 | 1.4 | 1.1 | 0.9
0.3 | 87.5* | -0.29 | Cc1ccc2[nH]c3c(c2c1)CCc1cn[nH]c1-3 | x | x | 70.3* | 1.6 | 1 | 0.1
0.2 | 81.2* | -0.9 | S=C(NCCC(c1ccccc1)c1ccccc1)Nc1cccc(Cl)c1 | x | x | 80.8* | x | 1.4 | 0.2
0.8 | 17.1 | -0.23 | CN1CCCN(C(=O)Cc2c(Cl)cccc2Cl)c2nc3ccccc3nc21 | 33.1 | 2.4 | 18.1 | 1 | 1.1 | 0.8
0.9 | 48.6 | -1.22 | COc1ccc(-c2cc(C(=O)N3CCN(C(c4ccccc4)c4ccccc4)CC3)no2)cc1OC | -19.9 | 8.6 | 13.1 | 1.2 | 1.1 | 0.5
